DENV2 CPE: inhibitors of DENV2 cytopathic effect | CPE inhibition, % at 9.99 µM | AID 651640 | DENV2-infected cells, cytopathic effect rescue, plate reader | 350,000 compounds, 1.7% hits; in the data active = CPE inhibition above about 20%, passing the limit was not always enough; inconclusive = no clear call, values can overlap the other calls; tested in BHK-21 cells;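 also: 0% = median of neutral control wells and 100% = median of positive control wells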
C2C12 statin: suppression of simvastatin myotoxicity | C2C12 myotubes + simvastatin, ATP luminescence, 48 h; scaled: DMSO 0, geranylgeraniol control 100 | rescue of ATP level, % at 7.49 µM | 330,000 compounds, 0.78% hits;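 active = mean ATP rescue above about 67%, or every replicate alone reaching that limit, limit read from the data, passing the limit was not always enough; inconclusive = no clear call, values can overlap the other calls; inactive = mean under the limit and some replicate under it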;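 also: myotubes were challenged with 10 µM simvastatin during compound exposure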
E-selectin induc: E-selectin induction on HUVECs; P16581; HUVEC E-selectin immunofluorescence imaging; normalized: neutral wells 0, TNF-alpha wells 100; activation, % at 7.58 µM; 260,000 compounds, 0.37% hits; AID 686992;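 active = mean E-selectin-positive cell signal at least 10% of the positive control, reached in at least 60% of replicates, without over 20% cell loss; inconclusive = no rule given, readout overlaps actives, possibly toxicity-flagged; inactive = the rest, including those meeting only one limit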;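 also: in these data hits start at about 27%; measured in HUVEC primary endothelial cells; signal is the percent of cells scored E-selectin positive by PE staining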
Target sequence (P16581 whole entry, looked up): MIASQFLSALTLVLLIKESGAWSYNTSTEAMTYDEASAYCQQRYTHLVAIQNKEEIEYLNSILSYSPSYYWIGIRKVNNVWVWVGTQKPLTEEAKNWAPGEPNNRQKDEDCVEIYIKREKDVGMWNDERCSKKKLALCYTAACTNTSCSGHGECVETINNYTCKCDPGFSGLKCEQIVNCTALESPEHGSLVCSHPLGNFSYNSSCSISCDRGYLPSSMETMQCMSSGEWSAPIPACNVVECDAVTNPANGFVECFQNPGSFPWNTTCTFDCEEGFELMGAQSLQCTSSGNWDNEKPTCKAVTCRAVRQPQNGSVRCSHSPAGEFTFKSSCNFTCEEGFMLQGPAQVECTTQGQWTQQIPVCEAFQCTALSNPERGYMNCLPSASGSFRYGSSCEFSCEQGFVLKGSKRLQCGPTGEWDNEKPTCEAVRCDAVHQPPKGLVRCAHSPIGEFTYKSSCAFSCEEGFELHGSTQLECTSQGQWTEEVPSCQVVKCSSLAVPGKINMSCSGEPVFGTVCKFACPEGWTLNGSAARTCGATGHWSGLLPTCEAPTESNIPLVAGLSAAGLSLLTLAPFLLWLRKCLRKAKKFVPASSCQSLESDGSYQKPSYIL
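Read-out: % PE-positive cells | Test system: HUVEC | Doses: One compound dose added by pin transfer | Buffer or medium: EGM-2 over gelatin coat | Signal: Immunofluorescence imaging | Benchmarks: TNF-alpha, DMSO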
PglD DTNB: blocks C. jejuni PglD acetyltransferase activity. purified PglD enzyme, DTNB colorimetric CoA detection. inhibition, % at 12.5 µM. 360,000 compounds, 0.098% hits. AID 602405; in the data active = inhibition above about 16%, passing the limit was not always enough; inconclusive = no clear call, values can overlap the other calls; also: strong numbers were not always called active
SIRT5 block: sirtuin-5 (human) deacylase inhibition. inhibition, % at 15 µM. 330,000 compounds, 1.1% hits. Purified SirT5, succinyl-peptide AMC, trypsin-coupled fluorescence; in the data active = inhibition above about 15%; inconclusive = no clear call, values can overlap the other calls
Target sequence (Q9NXA8 whole entry, looked up): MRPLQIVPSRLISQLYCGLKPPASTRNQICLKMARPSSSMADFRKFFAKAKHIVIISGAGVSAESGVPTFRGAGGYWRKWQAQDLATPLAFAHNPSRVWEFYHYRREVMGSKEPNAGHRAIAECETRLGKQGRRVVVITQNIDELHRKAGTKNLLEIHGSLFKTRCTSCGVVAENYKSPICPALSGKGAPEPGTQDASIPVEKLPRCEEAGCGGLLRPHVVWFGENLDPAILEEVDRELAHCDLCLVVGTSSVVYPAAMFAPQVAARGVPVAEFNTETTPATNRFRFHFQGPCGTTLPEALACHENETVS
S100A4 MyoIIA: blocks human S100A4 binding to myosin IIA peptide; S100A4/TAMRA-MyoIIA peptide fluorescence polarization; inhibition, % at 10.7 µM; 360,000 compounds, 0.14% hits; AID 652163;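 active = mean inhibition of at least 70% across replicates, with every replicate also reaching that level; inconclusive = mean inhibition reaches 70% but some replicates fall short; inactive = mean inhibition below 70%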
Target sequence (P26447 whole entry, looked up): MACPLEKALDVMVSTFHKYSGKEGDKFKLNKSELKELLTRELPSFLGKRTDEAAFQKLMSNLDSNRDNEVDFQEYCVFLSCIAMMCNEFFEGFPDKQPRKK
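Assay system: human S100A4 monomer with TAMRA-labelled myosin IIA peptide / Buffer or medium: Calcium-containing HEPES buffer, pH 7.2 / Reagent: TAMRA-labelled myosin IIA heavy-chain peptide probe, 5 nM / Compound: one dose per compound / Timing: polarization read 5 min after assay mix addition, stable 5–60 min / Benchmarks: neutral control DMSO, positive control TFP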
ERp5 inh: ERp5 (human) disulfide isomerase inhibition; ERp5 insulin aggregation, absorbance 650 nm, 90 min; inhibition, % at 9.99 µM; 350,000 compounds, 0.05% hits;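 active = mean replicate inhibition above about 25%, with every replicate also reaching it, limit read from the data, passing the limit was not always enough; inconclusive = only one of those two criteria met; inactive = neither criterion met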
* marks the source's active call; other numbers are inactive results; ? = inconclusive; · = no result given; & = joins results of further samples. These rows are one share of the data; rates above refer to the full screens.

SMILES	DENV2 CPE	C2C12 statin	E-selectin induc	PglD DTNB	SIRT5 block	S100A4 MyoIIA	ERp5 inh
O=C(NCc1cccnc1)c1ccc(COc2ccc(Cl)cc2Cl)o1	-3	·	·	·	-1	-5	3
O=C(C[C@@H]1CC[C@@H]2[C@H](COC[C@H](O)CN2S(=O)(=O)c2cccc(Cl)c2)O1)N1CCOCC1	-5	-1	-0.1	-3	-4	2	5
Cc1ccc(C(=O)N(CC(=O)NC2CCCC2)c2ccc3c(c2)OCCO3)s1	-9	·	·	·	-3	-1	1
CC(C)(C)c1ccc(OCC(=O)NCCN2CCOCC2)cc1	15	-5	0.0	1	-1	-1	4
O=C(O)CN1C(=O)CSC1=S	-4	8	-0.3	-1	0	-14	7
CC(C)N(C)CCOC(=O)c1ccc2c(c1)OCCO2	·	5	-2.0	-1	·	·	·
O=C(CCl)Nc1cn(-c2ccccc2)nc1-c1ccc(F)cc1	2	·	0.8	·	-1	6	1
C/C(=N\NC(=O)c1cc(-c2cccnc2)nc2ccccc12)c1ccccc1O	-5	·	·	-13	-2	9	3
C[C@@H]1CN([C@H](C)CO)C(=O)Cc2cc(NC(=O)Nc3cccc4ccccc34)ccc2O[C@@H]1CN(C)Cc1ccc(Oc2ccccc2)cc1	-1	-63	·	-1	-1	0	-1
C[C@@H]1CN([C@@H](C)CO)C(=O)Cc2cc(NS(=O)(=O)c3ccccc3)ccc2O[C@@H]1CN(C)C(=O)NC1CCCCC1	-7	4	0.1	-5	2	-2	-1
C[C@@H]1CN([C@@H](C)CO)C(=O)c2cc(NC(=O)NC3CCCCC3)ccc2O[C@@H](C)CCCCO[C@H]1CN(C)Cc1ccccc1	1	·	0.5	2	4	3	6
Cc1ccc(OCC(O)Cn2c(N)nc3c2c(=O)n(C)c(=O)n3C)cc1 (centres undefined)	14	·	·	·	-3	-5	0
COc1ccc(S(=O)(=O)NCC(c2ccc3c(c2)OCO3)N2CCOCC2)cc1C (centres undefined)	-1	·	?	·	-3	1	0
O=C(c1ccc(N2CCCC2=O)cc1)N1CCN(c2ccccc2F)CC1	12	-8	·	2	-1	2	0
Cc1ccc(OC(=O)N(C)C[C@@H]2OCc3ccccc3-c3ccccc3C(=O)N([C@H](C)CO)C[C@@H]2C)cc1	0	-46	-0.3	0	2	19	-3
O=S(=O)(c1ccc(NC(=S)NC23CC4CC(CC(C4)C2)C3)cc1)N1CCCCC1	-1	-4	-0.3	0	6	-3	-4
Cc1cc(Br)c(NC(=O)CN2CCCC2)c(Br)c1	7	1	1.1	-5	1	-3	3
CCOc1cc(/C=N/NC(N)=O)cc(Br)c1OCc1ccccc1	-3	-3	·	-1	0	0	4
CCc1cc(C(=O)Nc2ncccc2O)sc1C	-7	·	-0.1	-10	2	-2	-5
CC(C)c1ccc(C2C3=C(COC3=O)Nc3cc4c(cc32)OCO4)cc1 (centres undefined)	0	·	-0.3	-7	8	-5	0
C[C@H](CO)N1C[C@H](C)[C@H](CN(C)C(=O)C2CCOCC2)Oc2ncc(C3=CCCC3)cc2C1=O	8	2	-0.2	-2	-1	3	-1
Cc1ccccc1NC(=O)CN1C(=O)S/C(=C\c2ccc(-c3cccc(C(=O)O)c3C)o2)C1=O	-5	·	·	·	2	1	0
COc1ccccc1-c1ccc(OCCCN2CCC(C(O)(c3ccccc3)c3ccccc3)CC2)cc1	4	·	-0.2	·	·	-1	9
Cc1cc(F)ccc1S(=O)(=O)N1CCCOC1CNC(=O)C(=O)NC1CCCC1 (centres undefined)	13	3	0.0	-5	-1	3	-25
COc1ccc(NC(=S)NCc2cccs2)cc1OC	-1	-3	·	-3	-1	-12	4
OC[C@H]1[C@@H](c2ccc(C#CC3(O)CCCC3)cc2)[C@H]2CN(Cc3ccncc3)CCCCN21	8	·	-0.4	1	3	-8	10
Cc1ccc(CS(=O)(=O)CC(C)(O)c2ccc(Cl)cc2)cc1 (centres undefined)	6	2	-0.2	3	-4	-24	1
Cc1ccc(/C=C2\SC(=S)N(CCCC(=O)Nc3nccs3)C2=O)cc1	4	·	1.1	-4	-2	-1	-5
CC(C)NC(=O)N(C)C[C@@H]1Oc2c(NC(=O)Nc3ccc4c(c3)OCO4)cccc2C(=O)N([C@H](C)CO)C[C@@H]1C	2	15	-0.2	0	·	·	·
COc1ccc(-c2cnc3c(c2)C(=O)N([C@H](C)CO)C[C@@H](C)[C@H](CN(C)C(=O)Cc2ccccn2)O3)cc1	-6	5	0.0	-3	-4	-6	0
COc1ccc(OC)c(NC(=O)COC(=O)c2ccc(S(=O)(=O)N3CCCCC3)cc2)c1	-5	8	0.9	-2	·	-4	-5
COc1ccc(NC(=O)N(C)C[C@@H]2OCCCC[C@H](C)Oc3ccc(NC(=O)CCCN(C)C)cc3C(=O)N([C@@H](C)CO)C[C@H]2C)cc1	2	·	-0.2	2	-3	-17	-4
CC1=C(C(=O)Nc2ccccn2)C(c2ccc(Cl)cc2)NC(=S)N1 (centres undefined)	4	-18	0.0	-1	-2	-2	6
Clc1ncccc1-c1nnn(-c2ccccc2Br)n1	-3	8	-0.1	0	·	0	-1
CN(C)C(=O)c1cccc(-c2ccc([C@@H]3[C@@H](CO)N4CCCCN(C(=O)C5CCCC5)C[C@H]34)cc2)c1	6	·	·	1	2	-1	-2
COc1ccccc1CCNS(=O)(=O)c1ccc(C(=O)O)n1C	-1	·	-2.0	·	1	-1	1
CCc1cccc(NC(=O)CC2SC(N3CCCC3)=NC2=O)c1 (centres undefined)	?	14	·	-1	0	-1	-4
C[C@H](CO)N1C[C@H](C)[C@H](CN(C)C(=O)C2CCCCC2)Oc2ncc(C#CC3(O)CCCC3)cc2C1=O	-9	-17	-0.3	8	0	-8	9
COc1ccc(NC(=O)Nc2ccc3c(c2)C(=O)N([C@@H](C)CO)C[C@@H](C)[C@H](CN(C)C(=O)Nc2cccc4ccccc24)O3)cc1	-1	-4	·	1	1	0	-5
CC(=O)c1ccc(N/C=C\C(=O)c2ccc(C)cc2)cc1	13	·	·	·	-3	-1	-6

Rewritten with values under each structure: entries from further up.
Results follow in this order: DENV2 CPE, C2C12 statin, E-selectin induc, PglD DTNB, SIRT5 block, S100A4 MyoIIA, ERp5 inh
- CCc1cc(C(=O)Nc2ncccc2O)sc1C
→ -7, ·, -0.1, -10, 2, -2, -5
- CC(C)c1ccc(C2C3=C(COC3=O)Nc3cc4c(cc32)OCO4)cc1 (centres undefined)
→ 0, ·, -0.3, -7, 8, -5, 0
- C[C@H](CO)N1C[C@H](C)[C@H](CN(C)C(=O)C2CCOCC2)Oc2ncc(C3=CCCC3)cc2C1=O
→ 8, 2, -0.2, -2, -1, 3, -1
- Cc1ccccc1NC(=O)CN1C(=O)S/C(=C\c2ccc(-c3cccc(C(=O)O)c3C)o2)C1=O
→ -5, ·, ·, ·, 2, 1, 0

Other records.
SMILES	DENV2 CPE	C2C12 statin	E-selectin induc	PglD DTNB	SIRT5 block	S100A4 MyoIIA	ERp5 inh
CCOc1ccccc1-c1cc(C(=O)N2CCOCC2)c2ccccc2n1	?	10	-0.2	1	2	7	-12
CCCCNC(=O)C1(C)CCN1Cc1cc(C)ccc1C (centres undefined)	-1	9	5.4	-1	0	-1	-3
C[C@@H]1CN([C@H](C)CO)C(=O)c2cc(N(C)C)ccc2O[C@@H](C)CCCCO[C@H]1CN(C)Cc1ccccc1	-9	-3	0.1	-1	2	2	8
CC(NC(=O)COc1ccc(/C=N/NC(=O)CO)cc1)c1ccccc1 (centres undefined)	7	13	-0.2	-4	-1	-2	-9
O=c1c(Cl)c(NS(=O)(=O)c2ccccc2)cnn1-c1ccccc1	-1	-14	0.0	-2	-1	-4	0
O=C(CSc1ccc2nnc(-c3cccnc3)n2n1)NCC1CCCO1 (centres undefined)	-4	5	-0.1	-6	-4	-4	2
CCCCCNC(=O)C(c1ccccc1F)n1c(=O)c(-c2ccco2)nc2ccccc21 (centres undefined)	?	·	-0.2	·	·	-13	2
CN1[C@H](C(=O)N2CCc3ccccc3C2)[C@@H](CO)[C@@H]2Cn3c(ccc(-c4cccnc4)c3=O)[C@@H]21	-12	3	-0.2	-1	5	0	-3
O=Cc1cn(-c2ccccc2)nc1-c1ccccn1	2	4	32*	0	-2	-1	0
CCCCNC(=S)N/N=C/c1cccc(OCC)c1O	2	·	·	-3	-4	12	2
Cc1noc(C)c1S(=O)(=O)N(C)C[C@H]1OCCCC[C@H](C)Oc2ccc(NS(=O)(=O)c3cccs3)cc2C(=O)N([C@@H](C)CO)C[C@H]1C	-13	·	-0.4	·	·	-2	-8
CN(CC(=O)Nc1cccnc1)S(=O)(=O)c1cc(Cl)ccc1Cl	3	18	·	-5	0	-2	3
CCN(CC1CCCN(CCc2cccc(F)c2)C1)C(=O)c1ccoc1C (centres undefined)	2	4	0.4	1	14	-9	7
O=C(NCc1cccnc1)c1csc([C@@H]2C[C@H](O)[C@@H](CO)O2)n1	-4	-4	0.2	-2	-4	-1	-4
CN(Cc1ccccc1)C1CCN(Cc2ccccc2[N+](=O)[O-])CC1	?	2	1.0	-3	-5	-4	1
O=C(C[C@@H]1CC[C@@H](NS(=O)(=O)c2ccc(F)cc2)[C@@H](CO)O1)N1CCC(Cc2ccccc2)CC1	7	2	-0.7	0	28*	4	2
COCCCn1cc(CN2CC(N3CCN(C)CC3)CS2(=O)=O)nn1 (centres undefined)	2	·	3.6	·	0	-1	20
Cc1cc(C)c(NC(=S)N(CCc2ccncc2)C(C)C)c(C)c1	-5	-1	0.3	4	-1	5	-5
CCOc1ccc2oc(C(=O)N(C)CCc3ccc(OC)c(OC)c3)c(C)c2c1	?	21	-0.8	2	4	4	-3
C[C@H](CO)N1C[C@H](C)[C@H](CN(C)Cc2ccc(Oc3ccccc3)cc2)Oc2ccc(NC(=O)Cc3ccccc3)cc2CC1=O	-2	-5	-4.8	1	12	-5	6
CCc1ccc2c(c1)NC(=O)C2(C)Cc1cccc(F)c1 (centres undefined)	1	4	-0.1	-12	·	3	0
Cc1cc(OCCn2cncn2)ccc1[N+](=O)[O-]	3	-1	·	7	·	7	3
N#C[C@@H]1[C@H](c2ccccc2C2=CCCCC2)[C@@H](CO)N1C(=O)c1ccccn1	27*	·	0.0	·	0	0	0
C/C=C/c1ccc2c(c1)O[C@H](CN(C)C(=O)c1cnccn1)[C@H](C)CN([C@H](C)CO)S2(=O)=O	-1	-18	0.0	2	-1	2	6
CCCc1[nH]n(-c2ccc(F)cc2)c(=O)c1C=NCC1CCCO1 (centres undefined)	-1	5	0.1	3	2	-1	1
O=C(CCSc1ccccc1)Nc1nc2c(s1)COc1ccccc1-2	3	-7	1.3	1	1	-8	4
COc1ccc(CCn2c(C)cc(C(=O)CCl)c2C)cc1OC	-3	·	-1.1	·	-4	-5	6
CCc1nc2ccc(C(=O)NCCCn3ccnc3)cn2c1N(C)Cc1ccc(Cl)cc1	?	7	0.0	0	·	1	7
CCOC(=O)Cc1csc(NC(=O)Cc2ccc([N+](=O)[O-])cc2)n1	·	·	-0.1	·	-1	3	8
COc1cc(C(=O)N/C(=C\c2cn(C)c3ccccc23)C(=O)NCCCO)cc(OC)c1OC	-1	·	·	-4	3	7&-17	-4
O=C(NC1CCCC1)c1cccc(Cl)c1	5	·	0.1	·	-5	7	13
Cc1cccc(/C=N/NC(=O)c2cccc(Cl)c2)n1	2	13	-0.1	-1	-1	1	-1
C[C@@H]1CN([C@H](C)CO)C(=O)Cc2cc(NC(=O)c3ccncc3)ccc2O[C@@H]1CN(C)S(C)(=O)=O	9	-4	15	0	0	-6	-4
O=C(CNC(=O)OCc1ccccc1)NC1CCCCNC1=O (centres undefined)	3	2	-0.1	1	-3	2	-2
COc1cc(NC(=O)CN(C)CCOc2ccccc2)c(C)cc1[N+](=O)[O-]	0	-10	0.0	-1	-7	0	2
